# NCI-60 one-dose screen, 48 h, at 10 µM unless noted. Numbers give growth in % (100 = growth as untreated, 0 = no growth, -100 = all killed).
# HCC-2998: HCC-2998 colon cancer | 79,000 compounds, 4.7% hits | AID 1794799
# HCT-116: HCT-116 colon cancer; 82,000 compounds, 7.3% hits
# KM12: KM12 colon cancer cells | 82,000 compounds, 5% hits
# HCT-15: HCT-15 colon cancer | 82,000 compounds, 5.2% hits
# COLO 205: COLO 205 colon cancer. 79,000 compounds, 7.3% hits. AID 1794742
# HT29: HT29 colon cancer; 81,000 compounds, 7.4% hits
# A498: A498 renal cancer cells; AID 1794774; 76,000 compounds, 5.4% hits
# SNB-75: SNB-75 CNS cancer; 79,000 compounds, 5% hits; AID 1794750
# SW-620: SW-620 colon cancer; 82,000 compounds, 5.2% hits
# * hit, by the source's call; · = not tested or not shown. Rule for the calls: active = growth percent below 10; inactive = the rest.
# Second line of a record: KM12	SNB-75	COLO 205	A498	HCT-116	HCT-15	SW-620	HCC-2998	HT29
N#Cc1c(N)nc(NCCO)nc1-c1ccc(F)cc1
    103	79	92	89	94	100	100	105	96
C=C(C=O)[C@@H]1CC[C@]2(C(=O)O)CC[C@]3(C)C(CC[C@@H]4[C@@](C)(CCC#N)[C@H](C(=C)C=O)CC[C@]43C)[C@@H]12 (some centres not stated)
    92	59	108	97	-83*	4.9*	11	108	0.5*
O=C(CO)c1ccc([N+](=O)[O-])cc1
    112	95	117	111	116	116	100	122	105
CCOC(=O)c1cc(C(=O)OC)n2ccc3ccccc3c12
    102	77	108	101	99	98	102	109	104
N#C/C(=C\c1ccc(-c2cccc(C(F)(F)F)c2)o1)c1nc(-c2ccc(F)cc2)cs1
    103	93	125	102	94	100	107	108	101
CCCCCCCCCCCCCCCC(=O)Nc1cc2c(C)cc(=O)oc2cc1O
    102	104	107	69	108	106	101	96	97
CCOC(=O)C1=C(C(C)=O)C(c2cccc([N+](=O)[O-])c2)C(C(C)=O)=C(C(=O)OCC)N1
    100	88	112	114	93	95	102	106	103
O=C(Nc1ncccc1OCc1cn(Cc2ccccc2)nn1)c1ccccc1
    103	89	111	100	99	102	98	101	116
O=[N+]([O-])c1ccc(-c2cn3nc(-c4c[nH]c5ccc(Br)cc45)sc3n2)cc1
    94	84	91	103	85	97	92	90	94
COC(=O)c1nc2cc(Cl)ccc2nc1C(F)(F)F
    107	107	112	107	97	106	100	112	119
Cc1cc(C)c(C#N)c(OCc2cccc(Cn3c(C)cc(C)c(C#N)c3=O)n2)n1
    102	79	124	97	100	97	106	93	109
Cc1ccc(/C=C/c2ccccn2)cc1
    111	86	126	·	106	111	103	·	109
CN(C)CCN1C(=O)c2cccc3cc(N)cc(c23)C1=O
    29	-5.6*	26	42	14	12	21	15	9.2*
COc1ccc2nc3cc(Cl)ccc3c(N3CCN(c4ccnc(N5CCOCC5)n4)CC3)c2c1
    53	67	31	61	1.6*	9.0*	3.9*	13	-18*
Cc1ccc(CNc2ccc3nc(CCC(C)C)[nH]c3c2)cc1
    96	86	102	97	80	80	92	111	92
CC1CN(Cc2ccco2)C(=O)NC1=O (configuration not stated)
    100	81	125	86	89	96	99	102	110
CCCSc1nc(Oc2ccccc2/C=C2/SC(=O)NC2=O)c(C#N)c(-c2ccc(OC)cc2)n1
    103	69	114	103	101	98	97	109	120
CC(=O)OCC1OC(OC2=C(CC=C(C)C)C(=O)c3ccccc3C2=O)C(OC(C)=O)C(OC(C)=O)C1OC(C)=O (configuration not stated)
    5.1*	·	66	23	1.7*	12	11	78	·
S=C(N/N=C\c1ccc(Cl)cc1Cl)N/N=C/c1ccc(Cl)cc1Cl
    105	82	109	106	98	101	111	96	·
CC(=O)N1N=C(c2ccc(Nc3nc(Nc4ccc(Cl)cc4)nc(Nc4ccc(Cl)cc4)n3)cc2)CC1c1ccc(N(C)C)cc1 (configuration not stated)
    95	14	93	105	80	82	105	78	40
CNC(=O)c1cc(-n2ccc3cc(NC(=S)Nc4ccccc4)ccc32)ccn1
    100	99	104	67	106	97	101	123	102
CCOP(=O)(CCCCN1C(=O)c2ccccc2C1=O)OCC
    109	87	104	96	108	92	116	111	101
N#Cc1nnc2cc(-c3ccccc3)nn2c1C1CC1
    93	103	117	119	81	99	101	114	99
OCN(CO)c1nc(N(CO)CO)nc(N(CO)CO)n1
    105	88	116	102	94	103	107	111	107
O=C(NO)c1ccc(Cn2c(=O)n(CCc3ccc(O)cc3)c(=O)c3ccccc32)cc1
    23	48	20	46	25	96	22	79	92
O=C1OC(c2ccc3c(c2)CCCC3)=C/C1=C/C=C\c1ccccc1
    ·	85	112	81	97	109	101	104	94
CCN1C(=O)N(CC)C2C1NC(=S)N2/N=C/c1ccc(OC)cc1 (configuration not stated)
    31	15	42	30	25	33	26	68	8.5*
CC1=NCCc2ccccc21
    97	78	107	106	98	105	99	107	105
COc1ccn(C)c(=O)n1
    105	91	119	90	101	97	104	112	104
CCCCc1nc(Cl)c(C2CC(c3ccccc3)=NN2C=O)[nH]1 (configuration not stated)
    96	87	103	90	96	106	102	105	102
NNC(=O)c1ccc(Sc2ccc([N+](=O)[O-])cc2)cc1
    101	93	111	91	104	97	98	99	98
C/C(=N\NC(=O)c1sc(=S)n(-c2ccc(Cl)cc2)c1N)c1cnccn1
    86	52	84	105	84	69	109	109	63
Clc1cnc2ccccc2n1
    111	99	112	89	112	105	104	110	106
COc1ccc(C(=O)c2cc(C(C)=O)c3cc(N(C)C)ccn23)cc1OC
    95	79	89	77	62	41	97	96	101
CS(=O)(=O)Oc1ccccn1
    119	88	104	101	103	93	108	122	105
C=CCC(C#N)(NC(C)=O)C(=O)OCC (configuration not stated)
    91	73	96	81	102	104	90	101	96
C/C(O)=C(/C=N/C(=S)Nc1ccc(S(N)(=O)=O)cc1)C(=O)Nc1ccccc1C
    105	99	106	108	106	104	103	134	105
O=C1NC(=S)NC(=O)C1=Cc1cccc(C=C2C(=O)NC(=S)NC2=O)c1
    107	99	113	93	-76*	105	106	107	104
O=S(=O)(c1ccccc1)N(Cc1ccccc1)c1ccccc1
    108	88	120	94	86	108	96	109	89
Cc1cccc(N2CCN(C(=S)c3ccccc3)CC2)c1
    89	95	136	98	97	99	108	88	108
CC1=CC(=O)OC1CC(=O)O (configuration not stated)
    110	106	111	91	101	108	110	112	100
CNCCCNc1nc2ccccc2c2c(=O)c3cc(OC)ccc3sc12
    35	73	-1.4*	56	10	58	-50*	-71*	4.9*
COc1c(C)cnc(CSc2nc(-c3ccc(F)cc3)cn2-c2ccc(Cl)cc2)c1C
    96	89	95	85	80	93	95	102	81
OCC(O)c1nc2ccc3[nH]ncc3c2c2c1CCCC2 (configuration not stated)
    4.4*	-61*	1.6*	·	2.0*	5.0*	3.0*	30	9.1*
CC(C)n1c(=O)nc(-c2ccccc2)c2cc3c(cc21)OCO3
    108	87	116	105	98	100	105	115	114
C=CCn1cc(-c2nc3ccccc3s2)c2cc(-c3ccc4c5c(cccc35)C(=O)N(Nc3ccccc3)C4=O)ccc21
    107	95	114	108	96	106	96	102	106
O=C(CSc1nnc(-c2cnccn2)n1-c1ccccc1)c1ccccc1
    88	83	102	85	97	94	95	106	98
CCCCCCn1c(-c2ccc(OC)c(OC3CCCC3)c2)nc(-c2ccccc2)c1-c1ccccc1
    69	61	79	55	35	69	68	96	42
CCCCCNc1ccc(C)cc1
    105	103	105	100	107	117	112	99	106
Cc1ccc(S(=O)(=O)n2cccc2/C=C2\C(=O)N(c3c(Cl)cccc3Cl)c3ccccc32)cc1
    89	79	104	78	96	92	94	105	97

# Remaining list, next part.
# Second line of a record: KM12	SNB-75	COLO 205	A498	HCT-116	HCT-15	SW-620	HCC-2998	HT29
Cc1cccc(C(=O)OC(C)C)c1
    99	89	98	95	102	100	97	93	100
Cc1ccc(Nc2nnc(-c3ccc(Cl)cc3)o2)c(C)c1
    66	79	81	82	84	45	56	85	·
CCCn1c(=O)[nH]c(N)c(C(c2ccccc2F)c2c(N)[nH]c(=O)n(CCC)c2=O)c1=O
    81	69	97	108	80	93	94	92	96
CCN(CC)c1ccc(/C=C/C2=[N+](C)c3ccccc3C2(C)C)c(C)c1
    -35*	7.2*	-58*	3.9*	5.9*	11	19	23	2.7*
NNC(=S)n1ccc(-c2cc3c(ccc4ccccc43)oc2=O)n1
    98	87	108	67	90	89	93	99	106
COc1ccccc1Cn1cc(C#N)c(N)c1C(=O)c1ccc(Cl)cc1Cl
    87	64	101	97	79	89	92	101	85
CCc1ccc(C2=NN(c3ccc(S(N)(=O)=O)cc3)C(c3ccc(C)cc3)C2)cc1 (configuration not stated)
    73	84	87	106	87	75	101	98	74
O=C(NCCN1CCC(n2c(=O)[nH]c3cc(Cl)ccc32)CC1)c1ccc(F)cc1
    ·	93	92	107	89	97	110	98	96
O=C(CC1C(=O)c2ccccc2C1=C1C(=O)c2ccccc2C1=O)c1ccccc1 (configuration not stated)
    105	63	113	80	77	93	100	107	115
CCCCCCCCCCCCNC(C(=O)c1ccccc1)c1ccccc1 (configuration not stated)
    104	91	106	91	81	94	102	95	89
O=C1COc2ccccc2C(=O)N1CCCCn1ccnc1
    99	99	102	87	100	101	95	93	98
CC(=O)/C(=C/c1ccc(C#N)cc1)C(=O)c1ccccc1
    69	81	104	100	58	69	67	94	80
CC(C)C1(c2ccccc2)NC(=O)NC1=O (configuration not stated)
    108	·	114	101	96	113	105	128	106
Nc1c(C(=O)Nc2cccc3ccccc23)sc2nc3c(cc12)CCCC3
    27	38	-3.4*	0.0*	21	27	31	27	2.7*
CN(c1ccccc1)c1ccccc1
    104	99	110	90	106	104	106	103	104
COc1cc(-c2csc(NC(=O)Nc3cccc(C(F)(F)F)c3)n2)cc(OC)c1OC
    35	62	75	59	47	31	74	81	63
Cc1nc2scc(-c3ccccc3)n2c(=O)c1CCN1CCOCC1
    102	72	109	136	88	105	113	104	102
Oc1c2c(n3cccc13)=c1ccccc1=N2
    105	80	106	105	96	95	110	103	82
O=C(Nc1ccc2c(c1)Cc1ccccc1-2)C(F)(F)F
    101	78	117	105	100	93	111	101	102
COc1cc(O)c2c(=O)c3c([C@H]4c5c(OC)c(O)c6oc7cc(OC)cc(O)c7c(=O)c6c5[C@@H]5C=C(C)CC(C)(C)[C@H]45)cc(OC)c(O)c3oc2c1
    56	77	65	80	43	60	72	67	64
O=[N+]([O-])c1cccnc1Oc1cc(Cl)c(Cl)cc1Cl
    101	97	116	53	108	99	108	107	104
O=C1/C=C(/c2cc3ccccc3o2)NCCNC1=O
    88	95	98	98	98	108	98	·	108
O=C1CCCc2ccccc21
    106	84	111	93	103	104	105	120	106
COCCOCCOCCOCCOc1ccc2c(c1)C(=O)c1nc3ncccc3c(=O)n1-2
    -57*	-61*	-86*	-100*	-33*	-96*	-100*	-68*	-39*
CCOP(=O)(Nc1cccc2oc(=O)c3ccccc3c12)OCC
    107	94	104	·	95	103	110	103	98
CCN(CC)CCOC(=O)c1ccc(N=Nc2ccc(O)c(OC)c2)cc1
    103	89	107	81	94	103	103	103	91
CC(=O)[C@@]1(O)CC[C@H]2[C@@H]3CC[C@H]4C[C@@H](O)CC[C@]4(C)[C@H]3C(=O)C[C@@]21C
    101	93	106	86	98	100	101	97	98
CC(=O)OCN(C)N=Nc1ccc(C(C)=O)cc1
    101	88	120	·	94	98	102	110	113
COc1ccc(C2CC(c3ccc(OC)cc3OC)=NN2C(=O)c2ccc(S(N)(=O)=O)cc2)cc1 (configuration not stated)
    98	99	116	95	106	96	100	101	103
O=C(CBr)CN1C(=O)c2ccccc2C1=O
    98	93	101	88	102	110	109	99	100
C[C@@]12Cc3ccccc3N[C@@H]1N(Cc1ccccc1)c1ccccc12
    103	88	114	116	96	100	97	105	88
CC(=O)N1c2ccccc2N(C(C)=O)c2ccccc21
    108	91	107	98	101	98	100	108	104
O=C(Nc1ccc(F)c(Cl)c1)Nc1ccc2oc(=O)ccc2c1
    82	86	117	85	86	69	101	106	110
COc1cc2c(OCCN3CCOCC3)nc3c4cc5c(cc4ccc3c2cc1OC)OCO5
    71	28	·	70	59	78	72	105	55
O=C1Nc2cc(-c3ccc(NC(=O)c4cccc([N+](=O)[O-])c4)cc3)ccc2/C1=C/c1ccc[nH]1
    15	223	43	149	103	55	80	62	102
COc1ccc(NC(=O)C2=C(C)NC(=O)N(C)C23C(=O)Nc2ccccc23)cc1 (configuration not stated)
    104	75	94	93	103	113	101	108	108
OC(c1cc2c(Cl)cc(Cl)cc2c2cc(C(F)(F)F)ccc12)C1CCCCN1 (configuration not stated)
    -85*	-91*	-88*	0.2*	-86*	-67*	-74*	-74*	-80*
CCN(CC)CCC(CCN(CC)CC)(C(=O)O)c1ccccc1
    106	100	114	95	96	104	104	109	98

# Molecules listed so far containing a cyano group, in the order listed:
# Second line of a record: KM12	SNB-75	COLO 205	A498	HCT-116	HCT-15	SW-620	HCC-2998	HT29
N#Cc1c(N)nc(NCCO)nc1-c1ccc(F)cc1
    103	79	92	89	94	100	100	105	96
C=C(C=O)[C@@H]1CC[C@]2(C(=O)O)CC[C@]3(C)C(CC[C@@H]4[C@@](C)(CCC#N)[C@H](C(=C)C=O)CC[C@]43C)[C@@H]12 (some centres not stated)
    92	59	108	97	-83*	4.9*	11	108	0.5*
N#C/C(=C\c1ccc(-c2cccc(C(F)(F)F)c2)o1)c1nc(-c2ccc(F)cc2)cs1
    103	93	125	102	94	100	107	108	101
Cc1cc(C)c(C#N)c(OCc2cccc(Cn3c(C)cc(C)c(C#N)c3=O)n2)n1
    102	79	124	97	100	97	106	93	109
CCCSc1nc(Oc2ccccc2/C=C2/SC(=O)NC2=O)c(C#N)c(-c2ccc(OC)cc2)n1
    103	69	114	103	101	98	97	109	120
N#Cc1nnc2cc(-c3ccccc3)nn2c1C1CC1
    93	103	117	119	81	99	101	114	99
C=CCC(C#N)(NC(C)=O)C(=O)OCC (configuration not stated)
    91	73	96	81	102	104	90	101	96
COc1ccccc1Cn1cc(C#N)c(N)c1C(=O)c1ccc(Cl)cc1Cl
    87	64	101	97	79	89	92	101	85
CC(=O)/C(=C/c1ccc(C#N)cc1)C(=O)c1ccccc1
    69	81	104	100	58	69	67	94	80

# Assay outcomes as filed in PubChem.
